Source: PubChem BioAssay
sEH inhibitor: soluble epoxide hydrolase (human) inhibition. P34913. recombinant human sEH enzymatic activity assay. 91,000 tested, 0.34% active. inhibition, % at 2 µM; in the data active means inhibition above about 80%; further: values of inactives mirror those of a sister screen read the other way; many of its hits are not listed in these tables
S1P2 antag: blocks the human S1P2 receptor; O95136; cell-based S1P2 antagonist assay, inhibition at 5 uM; inhibition, % at 5 µM; 97,000 tested, 0.21% active; in the data active means inhibition above about 45%;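 further: CRE beta-lactamase reporter cells expressing human S1P2 stimulated with S1P; 0% = agonist at EC80 alone and 100% = agonist plus reference antagonist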
Target sequence (O95136 whole entry, looked up): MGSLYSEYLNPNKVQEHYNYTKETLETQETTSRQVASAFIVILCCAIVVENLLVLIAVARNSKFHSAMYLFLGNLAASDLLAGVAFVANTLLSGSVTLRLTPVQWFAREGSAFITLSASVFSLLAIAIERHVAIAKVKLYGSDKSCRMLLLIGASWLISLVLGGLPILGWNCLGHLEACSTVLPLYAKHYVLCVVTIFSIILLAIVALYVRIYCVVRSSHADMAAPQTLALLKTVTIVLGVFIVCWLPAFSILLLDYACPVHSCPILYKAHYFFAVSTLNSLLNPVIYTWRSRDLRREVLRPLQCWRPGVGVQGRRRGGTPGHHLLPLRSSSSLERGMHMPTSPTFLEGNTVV
DAT uptake mod: modulates human dopamine transporter uptake under cocaine; Q01959; LLC-PK1 hDAT cells, [14C]-dopamine uptake with cocaine IC80; actives deviate in either direction; B-score at 10 µM; 110,000 tested, 1.3% active; AID 449768;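 active means Z score or B-score, a plate-position-corrected score, falls beyond the plate's 99.7% confidence bounds, in either direction; inactive means both scores lie inside the 99.7% bounds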;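 further: scored against the spread of the other compound wells on the same plate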
CYP2C19 inhib: blocks human cytochrome P450 2C19 | CYP2C19 Supersomes, luciferin-H EGE luminescence, 30 min | 96,000 tested, 21% active | inhibition, % at 5 µM;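 active means CYP2C19 inhibition above a set limit at 5 µM in the primary screen, cut at about 50% in these data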;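 further: plate controls were negative control wells for no effect and 2.5 mM tranylcypromine positive control for full effect; values of inactives mirror those of a sister screen read the other way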
Target sequence (P33261 whole entry, looked up): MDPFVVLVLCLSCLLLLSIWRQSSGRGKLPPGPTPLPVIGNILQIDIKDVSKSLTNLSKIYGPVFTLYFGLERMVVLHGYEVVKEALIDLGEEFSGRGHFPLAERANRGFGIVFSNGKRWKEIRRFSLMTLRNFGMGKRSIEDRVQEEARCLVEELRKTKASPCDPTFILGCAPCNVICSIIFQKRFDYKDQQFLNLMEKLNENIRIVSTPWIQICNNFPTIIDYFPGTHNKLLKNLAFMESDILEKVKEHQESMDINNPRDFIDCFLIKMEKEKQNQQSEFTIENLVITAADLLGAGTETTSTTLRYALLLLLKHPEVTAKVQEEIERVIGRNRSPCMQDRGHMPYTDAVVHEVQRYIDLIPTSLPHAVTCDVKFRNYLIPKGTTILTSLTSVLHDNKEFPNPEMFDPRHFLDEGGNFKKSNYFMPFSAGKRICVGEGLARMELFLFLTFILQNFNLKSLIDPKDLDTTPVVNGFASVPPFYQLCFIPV
PostGolgi ctrl: growth of the yeast control strain, post-Golgi counter-screen; efflux-deficient yeast background strain, growth absorbance A615, 16 h; inhibition, % at 10 µM; 98,000 tested, 5% active
CYP2C19 act: activators of human cytochrome P450 2C19; recombinant CYP2C19, luciferin-H EGE luminescence; hits give high values; 0 = fully inhibited enzyme, 1 = untreated enzyme; P33261; 96,000 tested, under 10 active; AID 1025; activation factor at 5 µM;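 active means activation factor of at least 2 at 5 µM in the primary screen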;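 further: 0 = wells with 2.5 mM tranylcypromine and 1 = vehicle-only wells; values of inactives mirror those of a sister screen read the other way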
S1P2 ag: S1P2 (human) receptor agonism. O95136. S1P2-expressing cell line, agonist reporter read-out. activation, % at 4.5 µM. 97,000 tested, 0.46% active; in the data active means activation above about 16%;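 further: 0% = vehicle low control and 100% = maximal reference agonist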
PostGolgi yeast: growth inhibition of a yeast mutant, post-Golgi transport screen; post-Golgi transport phenotypic cell assay; inhibition, % at 10 µM; 98,000 tested, 0.9% active;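 further: yeast cells grown in 1536-well plates; yeast grown about 18 h at 30C before absorbance read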
sEH act: soluble epoxide hydrolase (human) activation; P34913; purified human sEH enzymatic activity, activator screen; activation, % at 2 µM; 91,000 tested, 0.04% active; AID 717; in the data active means activation above about 37%; further: values of inactives mirror those of a sister screen read the other way
* = called active by the depositor; x = no result given. Unless noted, no stated cut-off is given here; in the data, active means inhibition above about 30%; inactive means the rest.

Compound	sEH inhibitor	S1P2 antag	DAT uptake mod	CYP2C19 inhib	PostGolgi ctrl	CYP2C19 act	S1P2 ag	PostGolgi yeast	sEH act
CS(=O)(=O)N1CCN(c2ccc(NC(=O)Cc3ccccc3)cc2)CC1	13	14	0.36	4	5	1	-3	22	-15
O=C(NCc1cccnc1)c1cc2ccccc2oc1=O	6	11	-0.61	12	-6	0.9	-1	0	-6
COC(=O)Cn1nc(-c2ccccc2)c2ccccc21	x	4	-0.33	x	31*	x	-6	7	x
CCN(CC)CCNC(=O)Cn1c(C)cc2ccccc2c1=O	8	5	2	-8	-2	1.1	-4	-7	-8
COc1ccc(Cl)cc1NC(=S)NCCc1c[nH]c2ccccc12	-11	-12	2.2	92*	6	0.1	-2	10	14
Cc1ccnc(SCC(=O)Nc2sc3c(c2C#N)CCCC3)n1	12	47*	0.1	5	7	0.9	-5	0	-12
CCS(=O)(=O)N1CCC(C(=O)NCc2cc(OC)ccc2OC)CC1	0	3	-0.48	13	-2	0.9	-6	-1	-3
O=C(Cn1nc(C(F)(F)F)c2c1CCCC2)Nc1ccc2c(c1)OCO2	16	10	-1.6*	87*	11	0.1	1	-5	-18
CCS(=O)(=O)N1CCC(C(=O)NCc2ccco2)CC1	3	-3	0.31	-6	5	1.1	0	-10	-5
COC(=O)C1CCN(C(=O)NC(C)(C)C)CC1	-6	-1	-0.93	-14	0	1.1	2	4	6
CC(=O)N1CCN(Cc2cc(=O)n3cc(Cl)c(C)c(Cl)c3n2)CC1	x	x	-0.067	-5	12	1	x	0	x
COc1cc(OC)cc(C(=O)NC2CCSC2=O)c1 (centres undefined)	2	3	-0.09	6	5	0.9	-9	12	-4
Cc1ccc(C(=O)Nc2nc(=O)n(C(=O)CC(C)C)s2)cc1	x	19	-0.098	8	13	0.9	-6	0	x
Cc1cccc(OCC(=O)Nc2cccc(O)c2)c1	9	-17	1.2	79*	0	0.2	-1	8	-9
CCOC(=O)c1sc2cc([N+](=O)[O-])cc(SCC(=O)OC)c2c1N	0	-22	-0.53	60*	-2	0.4	-1	-6	-1
CCOC(=O)CCCCC(=O)c1[nH]c(=O)[nH]c1CN1CCOCC1	x	x	0.49	-11	17	1.1	x	-2	x
CCOC(=O)C1CCN(C(c2ccc(OC)c(OC)c2)c2sc3nc(C)nn3c2O)CC1 (centres undefined)	x	x	0.22	11	-1	0.9	x	-1	x
COc1ccc(C2C(C(=O)c3sc(C)nc3C)=C(O)C(=O)N2CCN2CCOCC2)cc1 (centres undefined)	-5	6	0.65	x	x	x	-4	x	8
O=C(Nc1ccc(Oc2cccnc2)cc1)c1ccccc1F	35	-1	-0.18	93*	21	0.1	-6	16	-34
Cc1cc2oc(=O)cc(COC(=O)c3n[nH]c4ccccc34)c2cc1C	5	-17	x	14	13	0.9	-5	3	-2
Cc1ccccc1N1CC(c2nc3ccccc3[nH]2)CC1=O (centres undefined)	-15	16	-0.15	82*	10	0.2	-4	-3	14
CCC(C(=O)NC1CCCC1)N(C(=O)Cn1nnc(-c2ccc(OC)c(OC)c2)n1)C1CCCCC1 (centres undefined)	4	-6	1.7	72*	1	0.3	-4	0	-3
COc1ccc(N/C=C(\C#N)c2nc3ccccc3n2C)c(OC)c1	4	14	-1.1	37	49*	0.6	1	24	-2
CN(C)CCN1C(=O)C(=O)/C(=C(/O)c2ccc(F)cc2)C1c1ccccc1 (centres undefined)	-10	-3	-0.51	-6	5	1.1	-2	5	13
COc1ccc(OC)c(S(=O)(=O)N2CCC(C(=O)N3CCN(Cc4ccccc4)CC3)CC2)c1	-14	-19	-0.55	42	5	0.6	-3	11	12
CCOC(=O)c1[nH]c2ccc(Br)cc2c1NC(=O)CNC	-6	-7	0.73	5	1	1	2	-9	4
CC(O)Cn1ccccc1=N (centres undefined)	-8	30	-0.061	-7	10	1.1	-4	0	8
O=C(NC1CCCC1)C1(c2ccccc2)CCN(S(=O)(=O)c2ccccc2)CC1	4	-24	-0.99	-12	17	1.1	-6	-2	-4
COc1ccc(CN(C(=O)CNC(=O)c2ccco2)C(C(=O)NC2CCCC2)c2ccco2)cc1 (centres undefined)	-1	-10	0.31	62*	39*	0.4	-2	-9	4
Cn1c(SCC(=O)NC2CCCCCC2)nnc1-c1cccs1	x	x	0.081	11	6	0.9	x	3	x
COc1cccc(OC)c1C(=O)N1CCOCC1	4	-2	-0.51	x	2	x	-4	0	-6
Cc1ccc(-n2nnnc2SCC(=O)N2CCCCC2)cc1	2	-3	-0.19	32	-5	0.7	-7	11	-4
O=C(Cn1c(C(F)(F)F)nc2ccccc21)c1ccc(Br)cc1	1	-7	-0.43	-11	0	1.1	1	1	1
CC1(C)C(=O)Nc2ccccc2N1C(=O)COC(=O)c1ccc(Cl)c(S(=O)(=O)NCc2ccccc2)c1	4	-6	0.25	17	-1	0.8	-3	-1	-3
CC12CN3CC(C)(CN(C1)C3c1ccc3c(c1)OCO3)C2=O (centres undefined)	5	2	-0.61	53*	23	0.5	-3	13	0
COc1ccc(N2CCN(C(=O)Cc3ncc(C(F)(F)F)cc3Cl)CC2)cc1	-3	-12	0.39	6	1	0.9	-2	26	2
Cc1ccc(C(=O)OCC(=O)Nc2ncc(C(F)(F)F)cc2Cl)cc1NC(=O)c1ccco1	26	0	-0.11	34	30	0.7	-4	-10	-27
O=C(c1ccccc1)C(CCC(CN1CCOCC1)C(=O)c1ccccc1)CN1CCOCC1 (centres undefined)	-3	53*	-1.5	69*	41*	0.3	-6	-1	5
CC1(C)NC(=O)N(CCOc2cccc(Cl)c2Cl)C1=O	11	22	1.3	87*	11	0.1	-2	-4	-8
COc1ccc(OC)c2[nH]c(=O)c(CCNC(=O)C(C)(C)C)cc12	x	x	0.06	13	5	0.9	x	1	x
Cn1c(NC(=O)c2ccco2)c(-c2ccc(Cl)cc2)c(=O)c2ccccc21	6	-4	0.1	5	11	0.9	-9	-3	-4
CCOC(=O)C1=C(C)NC2=C(C(=O)C(C(=O)OCC)C(c3ccccc3OC)C2)C1c1ccccn1 (centres undefined)	3	-11	0.47	20	5	0.8	-2	-5	-3
Cc1cccc(NS(=O)(=O)c2ccccc2)n1	x	x	-0.86	-6	4	1.1	x	0	x
Cc1ccc(C(=O)NCc2ccco2)cc1S(=O)(=O)Nc1cccc(Cl)c1	9	3	-0.065	87*	17	0.1	-2	-6	-9
CCn1c(Cc2cccs2)nnc1SCC(=O)Nc1ccc(OC)c(OC)c1	-4	13	1.9	-23	6	1.2	-2	-6	1
CCOC(=O)c1ccc(Nc2ncnc3c2cnn3C)cc1	4	-16	-0.46	44	5	0.6	-8	-14	-5
CCCOc1ccccc1Cn1c(=O)oc2ccc(C)cc21	9	-15	-0.14	96*	22	0	4	-1	-7
O=C(NCc1ccco1)c1cc(-c2cccs2)on1	x	0	-0.44	16	-3	0.8	-5	2	x
O=C(CSCC(=O)N1CCOCC1)Nc1ccccc1	3	11	0.24	57*	3	0.4	0	9	-2
CCOC(=O)CCN(Cc1cccs1)S(=O)(=O)c1ccc(F)cc1	-15	5	1.3	75*	14	0.2	-4	2	14
CCc1ccccc1NC(=O)CN(C)S(=O)(=O)c1ccc2c(c1)c(=O)n(C)c(=O)n2C	-2	21	-0.028	7	-1	0.9	-4	5	1
CC1=C(NCCc2ccccc2)CCC1=O	-2	3	-0.6	26	0	0.7	-7	-1	3
CCOc1ccc(OCc2ccc(C(=O)OCc3ccccn3)o2)cc1	x	x	x	50*	27	0.5	x	-4	x
Cc1ccc(C(=O)NCc2ccc(N3CCN(C(=O)OC(C)(C)C)CC3)cc2)cc1	17	-2	x	3	-2	1	-3	4	-17
Cc1ccc(-c2ccc(NC(=O)C3C4C=CC(C4)C3C(=O)O)cc2)o1 (centres undefined)	7	-1	0.34	8	8	0.9	-1	-4	-6
CC(c1ccco1)N(C(=O)c1ccc(C#N)cc1)c1ccccn1 (centres undefined)	6	5	-0.49	19	5	0.8	-1	-14	-4
N=c1n(CCN2CCCCC2)c2ccccc2n1CC(O)c1ccc(Cl)c(Cl)c1 (centres undefined)	-2	25	-0.11	50	-9	0.5	-5	-8	3
O=S(=O)(c1cccc(S(=O)(=O)N2CCN(c3ncccn3)CC2)c1)N1CCOCC1	-10	-7	1.1	x	-1	x	-5	7	10
COc1ccc(-c2[nH]c(-c3ccc(C)cc3)nc2SCC(=O)NCc2ccco2)cc1OC	0	4	-0.29	64*	-5	0.4	14	-2	-2
CC(=O)Nc1ccc(SCC(=O)c2cc(C)n(C)c2C)cc1	-8	2	0.4	79*	5	0.2	-4	-5	2

Of the compounds above, 2 contain bromine:
Compound	sEH inhibitor	S1P2 antag	DAT uptake mod	CYP2C19 inhib	PostGolgi ctrl	CYP2C19 act	S1P2 ag	PostGolgi yeast	sEH act
CCOC(=O)c1[nH]c2ccc(Br)cc2c1NC(=O)CNC	-6	-7	0.73	5	1	1	2	-9	4
O=C(Cn1c(C(F)(F)F)nc2ccccc21)c1ccc(Br)cc1	1	-7	-0.43	-11	0	1.1	1	1	1

(further entries)
Compound	sEH inhibitor	S1P2 antag	DAT uptake mod	CYP2C19 inhib	PostGolgi ctrl	CYP2C19 act	S1P2 ag	PostGolgi yeast	sEH act
O=C(CSCc1cccc(Cl)c1)NCc1ccc2c(c1)OCO2	7	-6	-0.39	x	0	x	-5	-22	-4
COc1ccc(CSc2n[nH]c(C)n2)cc1Br	-14	16	-0.79	39	9	0.6	-6	17	13
COc1ccc(OC)c(CCNC(=O)CC2Oc3ccccc3NC2=O)c1 (centres undefined)	-2	20	1.5	50*	11	0.5	-4	5	2
COc1ccc(OC)c(NC(=O)CNC(=O)Cn2ccc3ccccc3c2=O)c1	-2	17	0.45	12	0	0.9	-2	-5	4
Cc1cccc(C)c1OCC(=O)N1CC2(C)CC1CC(C)(C)C2 (centres undefined)	8	-4	1.7	61*	22	0.4	-3	7	-6
CCOC(=O)C1=C(C)N(c2ccc(C)c(C)c2)C(=O)/C1=C\c1ccco1	9	1	-0.69	5	9	1	-3	-3	-7
CCCC(=O)Nc1cccc2c1CCCC2	2	6	0.34	8	2	0.9	1	-3	-3
COc1ccc(NC(=O)CN2CCN(CC(=O)Nc3ccccc3F)CC2)c(OC)c1	-7	13	0.33	98*	14	0	-6	-8	7
N#Cc1ccccc1NC(=O)CSc1nnc(-c2ccccc2O)n1-c1ccccc1	-2	-7	1.3	33	17	0.7	-3	-1	4
Cc1oc2c(CN3CCOCC3)c(O)ccc2c(=O)c1-c1ccccc1	7	-3	2	5	5	0.9	0	-4	-4
CCCN(C(=O)CSc1nnc(-c2ccoc2C)n1N)C1CCS(=O)(=O)C1 (centres undefined)	x	-1	-0.35	2	1	1	-5	-3	x
Cc1ccc(-n2c3c(cc(C(=O)NC4CCSC4=O)c2=O)C(=O)CCC3)cc1 (centres undefined)	5	5	-0.022	6	-6	0.9	-4	4	-2
O=[N+]([O-])c1cc(/C=N/O)ccc1SCc1ccccc1	-4	5	0.69	20	4	0.8	-7	-6	3
CCCCC(=Nc1ccc(N)cc1)C1=C(O)C(C(=O)OC)C(C)(C)CC1=O (centres undefined)	-4	4	0.74	2	5	1	-3	-5	5
CCCn1c(SCC(=O)c2ccc(OC)c(OC)c2)nc2c1c(=O)n(C)c(=O)n2C	-6	2	1.8	x	x	x	-3	x	12
CSCCc1nc(SCC(=O)Nc2nnc(C)s2)[nH]c1C	20	-2	-0.79	-4	7	1	0	1	-23
O=C(OCc1nnc(-c2ccccc2)o1)c1ccc(S(=O)(=O)NCc2ccco2)cc1	-11	-2	-0.72	8	4	0.9	-7	11	12
